GoLoco inh red: inhibitors of human Gai1-RGS12 GoLoco interaction (red fluorophore) | P63096 | Gai1:RGS12 GoLoco peptide FP, rhodamine, 10 min | Potency, µM (highest dose often 61.6 µM), for inactives: at the top dose activity, negative = inhibition, usual class: inhibitors | actives 0.44% (n = 230,000) | AID 880; active = well fitted inhibition curve with a large enough effect, not every such curve was filed as active; inactive = no such curve, though single readings can be large or run the other way; note: % is set by controls: 0 for no effect and ±100 for the full control effect; nearly all actives have a fitted effect of over 30% in size; many of its hits are not listed in these tables
Target sequence (P63096 whole entry, looked up): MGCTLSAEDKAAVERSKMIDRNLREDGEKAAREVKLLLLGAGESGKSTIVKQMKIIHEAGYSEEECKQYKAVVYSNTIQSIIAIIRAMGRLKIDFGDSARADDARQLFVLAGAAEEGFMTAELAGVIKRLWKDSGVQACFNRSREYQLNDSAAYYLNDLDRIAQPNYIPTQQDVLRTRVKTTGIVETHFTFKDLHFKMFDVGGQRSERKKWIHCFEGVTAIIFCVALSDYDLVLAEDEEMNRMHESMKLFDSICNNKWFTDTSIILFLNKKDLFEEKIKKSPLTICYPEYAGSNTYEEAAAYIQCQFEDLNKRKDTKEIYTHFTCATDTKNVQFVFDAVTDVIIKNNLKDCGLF
aGlu spleen mod: inhibitors or activators of human alpha-glucosidase in spleen homogenate; Potency, µM (top dose mostly 79.9 µM), for the others: at the top dose activity change, negative = inhibition, actives largely listed as inhibitors; human spleen homogenate, 4-MU-alpha-glucoside fluorescence; P10253; actives 0.006% (n = 240,000);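 note: 0% = enzyme with vehicle and -100% = no enzyme basal signal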
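Human spleen homogenate (1 ug) incubated with compounds and 1 mM 4-methylumbelliferyl-alpha-D-glucopyranoside in pH 5.0 citrate/phosphate buffer, 37 C, 40 min. Stopped at pH 10; 4-MU fluorescence (Ex 365/Em 440 nm); AC50 by Hill fit.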
JMJD2E inh: JMJD2E (human) inhibition; B2RXH2; JMJD2E catalytic domain, FDH-coupled NADH fluorescence (FDH is formaldehyde dehydrogenase); Potency, µM (titrated, usually from 57.1 µM), for the others: top-dose activity change, negative = inhibition, actives largely listed as inhibitors; actives 1.6% (n = 230,000); active = well fitted inhibition curve with a large enough effect, not every such curve was filed as active; inconclusive = small, poorly fitted or top-dose-only effect, or another doubt; inactive = no such curve, though single readings can be large or run the other way;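 note: 0% = wells with enzyme and -100% = buffer wells without enzyme; nearly all actives have a fitted effect of over 50% in size; many of its hits are not listed in these tables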
ALDH1A1 block: ALDH1A1 (human) enzyme inhibition; Potency, µM (doses to about 75.3 µM), for the others: at the top dose activity, negative = inhibition, hits mostly inhibitors; AID 1030; actives 7.3% (n = 220,000); Purified ALDH1A1, NADH fluorescence, propionaldehyde substrate; active = well fitted inhibition curve with a large enough effect, not every such curve was filed as active; inconclusive = small, poorly fitted or top-dose-only effect, or another doubt; inactive = no such curve, though single readings can be large or run the other way;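 note: plate controls were no enzyme wells and a reference inhibitor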
Target sequence (P00352 whole entry, looked up): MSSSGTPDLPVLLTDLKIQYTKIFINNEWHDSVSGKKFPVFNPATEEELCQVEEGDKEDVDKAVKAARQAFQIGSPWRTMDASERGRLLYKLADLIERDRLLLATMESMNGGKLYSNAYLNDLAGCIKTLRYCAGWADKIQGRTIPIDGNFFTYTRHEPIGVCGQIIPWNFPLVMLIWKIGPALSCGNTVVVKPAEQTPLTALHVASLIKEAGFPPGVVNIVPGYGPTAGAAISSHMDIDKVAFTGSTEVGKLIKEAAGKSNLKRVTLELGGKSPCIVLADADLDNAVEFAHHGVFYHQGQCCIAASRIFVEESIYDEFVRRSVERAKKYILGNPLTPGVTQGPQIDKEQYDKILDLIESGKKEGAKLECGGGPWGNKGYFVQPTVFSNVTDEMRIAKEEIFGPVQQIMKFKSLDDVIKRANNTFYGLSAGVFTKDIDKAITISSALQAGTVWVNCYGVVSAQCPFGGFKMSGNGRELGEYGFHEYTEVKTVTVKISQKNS
aGal spleen mod: alpha-galactosidase A (human) modulation; actives 0.008% (n = 240,000); Potency, µM (highest dose often 80 µM), for inactives: at the top dose activity change, negative = inhibition, most hits filed as inhibitors; human spleen homogenate, 4MU-alpha-Gal fluorescence, 40 min; AID 2107; P06280;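 note: 0% = enzyme with vehicle and -100% = no enzyme basal signal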
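Inhibition or activation of alpha-galactosidase in human spleen homogenate is scored by 4-MU fluorescence after 40 min at 37C, pH 5.0, with 1 mM substrate. AC50s come from concentration-response fitted to the Hill equation.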
SMN2 splice enh: enhancers of SMN2 splice variant expression | HEK293 SMN2-luciferase splicing reporter, luminescence, 30-36 h | Potency, µM (doses to about 46.1 µM), without a hit: at the highest dose activity change, positive = activation, most hits filed as activators | actives 2.8% (n = 210,000) | AID 1458; note: % of control where 0% means no effect; nearly all actives have a fitted effect of over 55% in size
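HEK293 cells carry an SMN2 […]–luciferase reporter in which exon 7 inclusion puts luciferase in frame. Cells were plated 10-12 h before compound addition, then incubated 30-36 h at 37C. ONE-Glo luminescence was read; sodium butyrate at 4.5 mM final served as control.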
GAA glycogen: alters human alpha-glucosidase cleavage of glycogen. P10253. recombinant GAA, glycogen substrate, Amplex Red glucose oxidase fluorescence. Potency, µM (doses to about 76.4 µM), for the others: top-dose activity change, negative = inhibition, hits mostly inhibitors. actives 0.38% (n = 300,000). AID 2100;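 note: 0% = full enzyme reaction and -100% = no-enzyme basal signal; the screen sought inhibitors and activators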
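Recombinant human enzyme (4 nM); glycogen substrate; 37 C, 40 min, pH 5.0. Readout: coupled glucose oxidase/Amplex Red fluorescence.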
GAA inh: blocks human lysosomal alpha-glucosidase | P10253 | purified human GAA, 4-MU-alpha-glucoside fluorescence | Potency, µM (series often up to 76.9 µM), for inactives: at the highest dose activity change, negative = inhibition, hits mostly inhibitors | actives 0.005% (n = 200,000);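 note: plate controls were uninhibited enzyme wells for no effect and no-enzyme background for full effect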
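AC50 values come from Hill fits of compound titrations (up to 77 uM) against 4 nM human enzyme. Substrate 4-methylumbelliferyl-alpha-D-pyranoside at 400 uM, pH 5.0 citrate buffer, 20 min room temperature; fluorescence Ex 365/Em 440 after alkaline stop.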
An asterisk follows results filed as active; ? = inconclusive; / = no result given; [ ] = dose if it differs, or a comment. Unless noted, calls come from the whole dose curve; as a rule, active = well fitted curve in the direction sought with a large enough effect; inconclusive = small, poorly fitted or top-dose-only effect, or another doubt; inactive = no such curve, though single readings can be large; an effect the other way counts as inactive or inconclusive. Potency is the fitted concentration of half-maximal effect. These rows are one share of the data (hit frequency here may not be typical).

The first 2 entries as a preview:
SMILES	GoLoco inh red	aGlu spleen mod	JMJD2E inh	ALDH1A1 block	aGal spleen mod	SMN2 splice enh	GAA glycogen	GAA inh
C[C@@H]1C=C[C@](Cc2ccccc2)(C(=O)O)N1C(=O)c1ccccc1	5%	0%	12%	-2%	4%	-9%	/	/
NS(=O)(=O)c1ccc(N/N=C2/CCCCC2C2CCCCC2)c([N+](=O)[O-])c1 (stereo not given)	0%	-4%	1%	-3%	3%	-22%	-10%	-13%

The whole of this part, previewed entries included:
SMILES	GoLoco inh red	aGlu spleen mod	JMJD2E inh	ALDH1A1 block	aGal spleen mod	SMN2 splice enh	GAA glycogen	GAA inh
C[C@@H]1C=C[C@](Cc2ccccc2)(C(=O)O)N1C(=O)c1ccccc1	5%	0%	12%	-2%	4%	-9%	/	/
NS(=O)(=O)c1ccc(N/N=C2/CCCCC2C2CCCCC2)c([N+](=O)[O-])c1 (stereo not given)	0%	-4%	1%	-3%	3%	-22%	-10%	-13%
O=C(NCCSCc1ccccc1)c1ccc(Cl)c(S(=O)(=O)N2CCOCC2)c1	-4%	1%	-4%	?	2%	-69%[inhibitor]	-8%	-2%
O=C(COC(=O)c1n[nH]c2ccccc12)Nc1ccc(S(=O)(=O)N2CCCC2)cc1	7%	2%	?	?	4%	2%	7%	-7%
COC(=O)c1cccnc1-n1c(=O)c2cccnc2n(Cc2ccc([N+](=O)[O-])cc2)c1=O	1%	2%	3%	12%	2%	0%	3%	1%
COC(=O)c1scc2c(=O)cc(C(F)(F)F)[nH]c12	-1%	8%	?	/	29%	/	5%	/
Clc1nc(CN2CCCCC2)nc2sc3c(c12)CCCC3	-1%	1%	-23%	-12%	-3%	-12%	?	-3%
Cc1ccc(C)c(N2CCN(Cc3nnnn3C3CCCCC3)CC2)c1	-10%	-23%	-21%	?	-4%	-33%[inhibitor]	3%	-2%
CCc1ccc(NC(=O)c2cc(-c3ccc(OC)cc3)on2)cc1	-4%	-3%	-28%	?	2%	-7%	-6%	-2%
CCOC(=O)c1nc2sc3c(c2c(=O)n1C(C)C(=O)OCC)CCCC3 (stereo not given)	5%	5%	?	?	-2%	-10%	8%	14%
Cc1cc(C)c(S(=O)(=O)Cc2ccc(Cl)cc2)c(=O)[nH]1	1%	0%	-29%	-6%	1%	-8%	4%	0%
CC1=NN(C(=O)CSCc2ccccc2)C(O)(c2ccccc2)C1 (stereo not given)	-6%	-1%	-8%	?	-4%	-4%	-24%	-5%
Cc1ccc(CNC(=O)CCCNC(=O)c2ccc(Cl)cc2)n1C	2%	-2%	?	28µM*	-4%	13%	27%	-10%
N=c1occ(C(=O)c2cc(F)ccc2O)cc1C(=O)NC1CCCCC1	3%	-1%	-18%	?	6%	-11%	0%	-6%
Nc1cc(=O)[nH]c(SCC(=O)Nc2ccc(Br)cc2)n1	10%	-2%	0%	6%	2%	-34%[inhibitor]	3%	-1%
O=C(NNC(=O)c1ccc[nH]1)Nc1cc(Cl)cc(Cl)c1	8%	2%	1%	/	1%	/	-20%	/
CC(=O)NC(Cc1ccc(F)cc1)C(=O)O (stereo not given)	5%	-3%	9%	0%	4%	-6%	10%	-9%
Cc1cc(C)n(CC(O)COc2ccccc2[N+](=O)[O-])n1 (stereo not given)	/	-9%	5%	-9%	3%	/	3%	1%
COc1ccc(Cn2nnc3c(=O)[nH]c(C4CCCN(C(=O)c5ccccc5)C4)nc32)cc1 (stereo not given)	2%	1%	-10%	0%	1%	2%	-1%	12%
COc1cc(-c2nc3n(n2)C(c2ccc(F)cc2)C2=C(CCCC2=O)N3)cc(OC)c1OC (stereo not given)	2%	0%	-7%	15%	17%	?	-1%	?
CNC(=O)c1ccccc1NC(=O)c1cccc(S(=O)(=O)N2CCCCC2)c1	5%	-5%	-9%	?	5%	/	-5%	-13%
COc1ccccc1NC(c1cccnc1)c1ccc2cccnc2c1O (stereo not given)	-5%	-7%	11µM*	2.5µM*	-8%	5%	12%	4%
Cc1cccc(OCC(=O)Nc2nnn(C)n2)c1C	2%	-1%	6%	14%	-4%	-5%	13%	?
O=C(CC(=O)N/N=C\c1cccc(Cl)c1Cl)NCc1ccccc1	0%	8%	6%	6%	10%	-26%	1%	7%
CC(C)OP(=O)(OC(C)C)C(Nc1ccc(C(=O)O)cc1)c1ccccc1 (stereo not given)	0%	-1%	?	/	4%	/	2%	/
CCCC(=O)N1CCN(c2ccc([N+](=O)[O-])c(NC(C)c3ccccc3)c2)CC1 (stereo not given)	-10%	-9%	5%	?	-1%	-26%	-11%	-7%
COc1cccc(-c2cc(C(=O)N3CCc4ccccc4C3)no2)c1	5%	-3%	-9%	?	-1%	11%	-7%	5%
CC(=O)Nc1sc(C)c(C)c1C(=O)OCC(=O)N(CC(C)C)C1CCS(=O)(=O)C1 (stereo not given)	17%	-10%	-2%	-47%	-4%	15%	8%	-2%
COc1ccc(-c2ccc(=O)n(CC(=O)Nc3ccc4c(c3)OCCO4)n2)cc1	14%	-6%	10%	?	3%	/	-7%	9%
COC(=O)c1cc(C(=O)Nc2cc(C)ccn2)cc([N+](=O)[O-])c1	7%	-3%	5%	-4%	-3%	-6%	-3%	0%

Nothing new here: entries from further up.
SMILES	GoLoco inh red	aGlu spleen mod	JMJD2E inh	ALDH1A1 block	aGal spleen mod	SMN2 splice enh	GAA glycogen	GAA inh
CNC(=O)c1ccccc1NC(=O)c1cccc(S(=O)(=O)N2CCCCC2)c1	5%	-5%	-9%	?	5%	/	-5%	-13%
COc1ccccc1NC(c1cccnc1)c1ccc2cccnc2c1O (stereo not given)	-5%	-7%	11µM*	2.5µM*	-8%	5%	12%	4%
Cc1cccc(OCC(=O)Nc2nnn(C)n2)c1C	2%	-1%	6%	14%	-4%	-5%	13%	?
O=C(CC(=O)N/N=C\c1cccc(Cl)c1Cl)NCc1ccccc1	0%	8%	6%	6%	10%	-26%	1%	7%
CC(C)OP(=O)(OC(C)C)C(Nc1ccc(C(=O)O)cc1)c1ccccc1 (stereo not given)	0%	-1%	?	/	4%	/	2%	/
CCCC(=O)N1CCN(c2ccc([N+](=O)[O-])c(NC(C)c3ccccc3)c2)CC1 (stereo not given)	-10%	-9%	5%	?	-1%	-26%	-11%	-7%

Three entries out of the list above, arranged by their value in GAA glycogen, low to high.
SMILES	GoLoco inh red	aGlu spleen mod	JMJD2E inh	ALDH1A1 block	aGal spleen mod	SMN2 splice enh	GAA glycogen	GAA inh
COc1ccc(-c2ccc(=O)n(CC(=O)Nc3ccc4c(c3)OCCO4)n2)cc1	14%	-6%	10%	?	3%	/	-7%	9%
CNC(=O)c1ccccc1NC(=O)c1cccc(S(=O)(=O)N2CCCCC2)c1	5%	-5%	-9%	?	5%	/	-5%	-13%
COc1ccccc1NC(c1cccnc1)c1ccc2cccnc2c1O (stereo not given)	-5%	-7%	11µM*	2.5µM*	-8%	5%	12%	4%

Continued.
SMILES	GoLoco inh red	aGlu spleen mod	JMJD2E inh	ALDH1A1 block	aGal spleen mod	SMN2 splice enh	GAA glycogen	GAA inh
COc1ccc(C(=O)NC(=S)NNC(=O)c2cnccn2)cc1	-2%	2%	2%	18µM*	-1%	-62%[inhibitor]	10%	-2%
CC(C)(C)NC(=O)/C(=C/c1ccccc1F)NC(=O)c1ccc([N+](=O)[O-])cc1	3%	6%	19%	2%	7%	-11%	-2%	-35%
CC(=O)c1ccc(OCC(C)C)c(CC(C(N)=O)C(N)=O)c1	-1%	-9%	7%	10%	-2%	-10%	3%	0%
Cc1[nH][nH]c(=O)c1N=Nc1ccccc1Cl	-2%	3%	2%	2%	-3%	/	-1%	7%[15.4 µM]
CC(=O)/C=C(\C)N=Nc1c(O)[nH]c2ccccc12	-2%	2%	3%	/	5%	/	2%	/
COc1ccc(C(=O)Nc2cc(Cl)ccc2Cl)c(OC)n1	6%	6%	0%	?	11%	?	-1%	-2%
Cc1c(CNC(=O)c2c([N+](=O)[O-])cnn2C)cnn1C	3%	/	11%	7%	5%	6%	6%	2%
CC(=O)N1N=C(c2c(-c3ccccc3)c3cc(Br)ccc3[nH]c2=O)CC1c1ccco1 (stereo not given)	2%	-2%	-11%	/	6%	/	5%	/
COc1ccccc1-c1coc2cc(O)ccc2c1=O	7%	8%	?	?	?	?	/	/
COc1ccc(CCNC(=O)Cc2ccc([N+](=O)[O-])cc2)cc1OC	6%	-4%	-2%	-1%	5%	/	9%	0%

Copied from the list:
Under JMJD2E inh, `CC(=O)/C=C(\C)N=Nc1c(O)[nH]c2ccccc12` is listed with 3%
Under JMJD2E inh, `COc1ccc(C(=O)NC(=S)NNC(=O)c2cnccn2)cc1` is listed with 2%
Under aGlu spleen mod, `CC(=O)N1N=C(c2c(-c3ccccc3)c3cc(Br)ccc3[nH]c2=O)CC1c1ccco1` (stereo not given) is listed with -2%
Under aGlu spleen mod, `CC(C)(C)NC(=O)/C(=C/c1ccccc1F)NC(=O)c1ccc([N+](=O)[O-])cc1` is listed with 6%

The list goes on:
SMILES	GoLoco inh red	aGlu spleen mod	JMJD2E inh	ALDH1A1 block	aGal spleen mod	SMN2 splice enh	GAA glycogen	GAA inh
CN1CC[n+]2cnc3ccccc3c21	-85%	-4%	-120%	1%	3%	2%	4%	-4%
O=C1NCC(O)=C1C=NCCO	6%	3%	-2%	-3%	5%	-3%	13%	4%
COC(=O)Cn1c(CN2CCOCC2)nc2c1c(=O)[nH]c(=O)n2C	10%	-7%	2%	-3%	-3%	-3%	3%	3%
COc1ccc(S(=O)(=O)N2CCN(c3cc(-c4ccccc4)nc4ncnn34)CC2)cc1	9%	1%	?	?	7%	-31%[inhibitor]	3%	-7%
COc1cc(NC(=O)c2ccc(C(C)(C)C)cc2)c(OC)cc1NC(=O)CN1CCCCC1	4%	4%	?	?	-2%	/	5%	-8%
CC1CCc2c(sc3nc(CSc4ncn[nH]4)[nH]c(=O)c23)C1 (stereo not given)	/	1%	-5%	?	0%	/	8%	1%
COC(=O)c1ccccc1NC(=O)c1cc([N+](=O)[O-])nn1Cc1ccccc1	-20%	4%	-8%	-8%	8%	-30%	-6%	1%

Screens from PubChem BioAssay.
